Shn3 inh set2 = inhibitors of Schnurri-3 3'UTR reporter in osteoblasts | inhibition, % at 12.5 µM | 360,000 compounds, 0.52% hits | Clone20 osteoblast Shn3 3'UTR firefly luciferase, 24 h;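 active = mean inhibition of at least 75% with every replicate also reaching 75%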;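 note: 0% = median of neutral control wells and 100% = pilot-screen positive control compound; some compounds past the cut are filed as inactive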
NR2E3 ag-1 = agonists of human NR2E3 nuclear receptor; Q9Y5X4; CHO-S Gal4-NCOR/VP16-NR2E3 two-hybrid, luciferase; inhibition of corepressor binding, % at 3.98 µM; 360,000 compounds, 0.35% hits; AID 602229;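 active = inhibition above the mean of all tested compounds plus 3 SD, cut at about 70% in these data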;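 note: 0% = DMSO with NR2E3 transfected cells and 100% = cells lacking NR2E3 construct; higher means lower luciferase signal from less NR2E3 corepressor binding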
Target sequence (Q9Y5X4 whole entry, looked up, the tested form may be a part): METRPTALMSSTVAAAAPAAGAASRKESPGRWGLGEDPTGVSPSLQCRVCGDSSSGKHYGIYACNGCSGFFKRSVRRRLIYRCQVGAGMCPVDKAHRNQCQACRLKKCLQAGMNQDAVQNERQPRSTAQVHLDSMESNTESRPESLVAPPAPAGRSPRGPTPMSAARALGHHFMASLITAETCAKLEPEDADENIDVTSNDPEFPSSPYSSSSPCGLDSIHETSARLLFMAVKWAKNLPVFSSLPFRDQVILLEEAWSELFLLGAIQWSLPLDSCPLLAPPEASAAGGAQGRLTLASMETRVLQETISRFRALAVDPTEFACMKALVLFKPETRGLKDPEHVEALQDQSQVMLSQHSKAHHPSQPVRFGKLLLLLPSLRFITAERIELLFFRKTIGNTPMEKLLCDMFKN
aDG glyco up = increases alpha dystroglycan glycosylation; Pro5-aDG cells, alpha-DG glycosylation AlphaScreen (IIH6); 0% Pro5, 100% B10-LARGE cell signal; activation, % at 10 µM; 360,000 compounds, 0.22% hits; AID 624168;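 active = activation of at least 8% versus controls, or a plate z-score of at least 8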;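 note: Pro5 are CHO cells carrying HIG-tagged alpha-DG that lacks glycosylation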
MITF TRPM1 inh = MITF TRPM1 promoter inhibition in SK-MEL-5 cells | SK-MEL-5 TRPM1 promoter luciferase, 24 h | 330,000 compounds, 0.83% hits | inhibition, % at 12.5 µM;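 active = mean inhibition across replicates of 60% or more, whatever share of single replicates reaches that level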; note: values of inactives mirror those of a sister screen read the other way
iPSC survival up = increases survival of single human iPS cells; hiPSC single-cell survival, ATPlite luminescence; 100% = ROCK inhibitor wells, 0% = DMSO; survival enhancement, % at 20 µM; 360,000 compounds, 0.044% hits; in the data active = survival enhancement above about 18%;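 note: cells exposed to compounds for 16 hours before the ATP read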
TWEAK Fn14 block = blocks TWEAK-Fn14 interaction in a reporter cell assay; TWEAK-stimulated Fn14 reporter cells, luciferase luminescence, 8 h; inhibition, % at 10 µM; 360,000 compounds, 2% hits; AID 1159606; in the data active = inhibition above about 50%
CF NFkB inh = blocks PAF-induced NF-kB reporter in cystic fibrosis cells; 360,000 compounds, 0.86% hits; inhibition, % at 5 µM; AID 588850; KKLEB NF-kB-GFP reporter, GFP fluorescence overnight;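 active = at least 50% inhibition at 5 µM, scaled per plate between neutral and stimulator controls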;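 note: PAF is a Pseudomonas aeruginosa culture filtrate used as stimulus; plate controls were PAF-stimulated DMSO wells for no effect and unstimulated DMSO wells for full effect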
KKLEB cytotox = reduces viability of KKLEB cystic fibrosis airway cells | KKLEB CF airway cells viability, ATPlite luminescence, overnight; hits give low values; cells stimulated with P. aeruginosa culture filtrate | activity change (cytotoxicity), % at 5 µM | 360,000 compounds, 0.36% hits | AID 602141;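 active = corrected activity change at or below -50% at 5 µM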
HIF-2a inh = HIF-2a inhibition | 786-0 RCC cells HIF-2a reporter, luciferase luminescence, overnight | 360,000 compounds, 0.72% hits | inhibition, % at 18.8 µM;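 active = inhibition of the luminescence signal of 40% or more relative to plate controls, in a single-dose primary screen at 18.75 µM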
Peg3 prom inh = inhibitors of Peg3 promoter; HeLa PEG-Prom luciferase reporter, luminescence, overnight; inhibition, % at 20 µM; 360,000 compounds, 1.7% hits; AID 588405;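 active = inhibition of at least 50% at 20 µM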
NR2E3 ag-2 = activates human photoreceptor nuclear receptor NR2E3. Q9Y5X4. GST-NR2E3/biotin-RetCOR TR-FRET, 1536-well. inhibition of corepressor binding, % at 4.78 µM. 320,000 compounds, 0.12% hits. AID 2300;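 active = percent inhibition above the cutoff of mean plus 3 SD of all tested compounds, set per screening campaign, cut at about 20% in these data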;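 note: 0% = DMSO wells and 100% = biotin wells as full block of FRET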
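System: GST-NR2E3 and biotin-RetCOR proteins; probe or stimulus: 7 nM biotin-RetCOR; doses: compound at 4.8 µM, single dose; schedule: Compound–protein incubation for 5 h at 4 °C; detection: time-resolved FRET; read-out: percent inhibition; controls: biotin wells as high control, 0.6% DMSO wells as low control; format: 1536-well plates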
* = called active by the depositor; nt = not tested or not shown.

Molecule,Shn3 inh set2,NR2E3 ag-1,aDG glyco up,MITF TRPM1 inh,iPSC survival up,TWEAK Fn14 block,CF NFkB inh,KKLEB cytotox,HIF-2a inh,Peg3 prom inh,NR2E3 ag-2
CCCC(=O)C1=C(O)C(C(=O)OC)C(C)(C)CC1=Nc1ccc(Br)cc1 (stereo not given),-7,-24,0.0,1,-0.5,2,8,-20,15,25,0
COC(=O)c1c(NC(=O)CC2Nc3ccccc3NC2=O)sc(C)c1C (stereo not given),-27,11,-0.1,14,-1.1,5,4,-23,-11,38,0
CC(Sc1nnc2n1CCCCC2)C(=O)Nc1ccc(S(N)(=O)=O)cc1 (stereo not given),6,-11,-0.1,8,-0.6,-10,-19,27,5,-1,nt
COc1ccc(C(=S)N2CCOCC2)cc1OC(=O)c1cc(OC)c(OC)c(OC)c1,11,2,0.0,0,0.0,-13,5,-3,-1,6,1
CCc1cccc(C)c1NS(=O)(=O)c1cccs1,-1,-6,0.2,4,-0.5,-18,7,-1,15,13,0
CCOC(=O)/C(C(=Nc1ccccc1)Nc1ccccc1)=C(\C)O,6,9,0.0,10,-0.1,-11,7,-7,22,13,0
CCOc1cc(CNc2ccccc2)cc(Br)c1OCC(=O)NC(C)(C)C,42,9,0.6,3,0.4,17,-6,0,4,14,1
CC(=O)Nc1ccc(S(=O)(=O)NNC(=O)c2ccc([N+](=O)[O-])cc2)cc1,2,-5,0.0,-2,-0.7,2,-19,15,9,14,4
COc1cc2[nH]c(=O)n(CCCC(=O)NCCc3ccccc3)c(=O)c2cc1OC,0,-9,-0.2,7,-2.0,5,11,0,17,6,1
O=S(=O)(NCCOc1ccccc1Cl)c1ccc2oc3ccccc3c2c1,3,41,-0.2,2,0.5,5,15,-1,14,20,-4
CN1C(=O)C(O)(CC(=O)c2cccnc2)c2ccccc21 (stereo not given),13,-43,0.0,0,0.7,8,0,-8,11,-1,2
COc1ccc(C(=O)Nc2cc3c(cc2OC)CCCC3)cc1Br,23,-22,0.1,3,-1.3,-31,9,-14,8,9,4

Among those listed so far, 2 contain two or more sulfur atoms.
Molecule,Shn3 inh set2,NR2E3 ag-1,aDG glyco up,MITF TRPM1 inh,iPSC survival up,TWEAK Fn14 block,CF NFkB inh,KKLEB cytotox,HIF-2a inh,Peg3 prom inh,NR2E3 ag-2
CC(Sc1nnc2n1CCCCC2)C(=O)Nc1ccc(S(N)(=O)=O)cc1 (stereo not given),6,-11,-0.1,8,-0.6,-10,-19,27,5,-1,nt
CCc1cccc(C)c1NS(=O)(=O)c1cccs1,-1,-6,0.2,4,-0.5,-18,7,-1,15,13,0

Next part.
Molecule,Shn3 inh set2,NR2E3 ag-1,aDG glyco up,MITF TRPM1 inh,iPSC survival up,TWEAK Fn14 block,CF NFkB inh,KKLEB cytotox,HIF-2a inh,Peg3 prom inh,NR2E3 ag-2
N/C(=N\C(=S)Nc1ccc2c(c1)OCO2)c1ccccc1,-22,-137,0.0,nt,-0.8,5,-5,-17,-285,-255,nt
CCCCn1c(C(C)NC(=O)COC)nc2ccccc21 (stereo not given),0,-22,0.3,-5,7.7,13,-1,-6,27,10,2
Cc1ccc(S(=O)(=O)N2CCCC(C(=O)NCC3CCCO3)C2)cc1 (stereo not given),10,-17,0.0,5,-0.2,11,-7,3,20,23,5
CCn1cc(C(=O)OCC(=O)Nc2c(C)cccc2C)c(=O)c2ccc(C)nc21,5,-6,0.2,9,0.5,6,4,1,12,1,3
O=C(N/N=C/C=C/c1cccc([N+](=O)[O-])c1)C(O)c1ccccc1 (stereo not given),3,-18,0.5,5,-1.1,-29,-22,9,-1,-20,0
COC(=O)c1c(NC(=O)COC(=O)Cn2cnc3ccccc32)sc(C)c1C,13,-9,-0.1,-2,-2.0,10,-14,3,19,-22,1
COc1ccc(-c2nnc(SCC(=O)NC(=O)Cc3ccccc3)n2C)cc1,-7,7,-0.1,-3,0.9,2,-35,19,6,4,2
COc1cccc(-c2cc(C(=O)N3CCN(c4ccccc4OC)CC3)no2)c1,11,-31,1.3,-6,0.2,-12,10,-2,-8,-5,0
CCOC(=O)n1c(=O)n(Cc2c(Cl)cccc2Cl)c2ccccc21,0,-73,0.3,3,4.6,25,12,1,21,-1,0
CCCc1cc(=O)n2[nH]c(-c3cc(OC)c(OC)c(OC)c3)nc2n1,9,-21,-0.3,17,-4.0,8,10,0,16,9,0
Cc1cc(S(=O)(=O)N2CCOCC2)ccc1OCC(=O)NCc1ccco1,7,-34,-0.1,-9,-0.4,21,3,14,14,9,3
Cc1ccc(NC(=O)CSc2nccn2C)cc1F,-73,-49,-0.1,-47,-0.1,-27,-4,3,-177,-178,-2
CCOC(=O)c1c(C)n(C)c2cc(Br)c(C)cc12,-12,-2,-0.1,3,3.8,-7,-10,15,-82,-14,1
O=S(=O)(NC1CC1)c1ccc(S(=O)(=O)N2CCN3CCCC3C2)cc1 (stereo not given),22,3,0.0,3,3.1,-1,1,-7,17,-46,-1
COCCSc1ccccc1C(=O)Nc1cc(C)ccn1,8,-16,0.0,1,0.4,3,4,21,11,5,-2
O=C(O)CC(C(=O)NC1CCCCC1)C1CCCO1 (stereo not given),2,-8,-0.1,-7,-1.2,-2,10,-20,9,0,-1
COc1ccc(Nc2ccnc(Nc3ccc(OC)cc3)n2)cc1,31,-1,1.0,-31,-0.9,64*,41,-15,-140,47,0
Cc1cc2nc(C3CCN(C(=S)NCC(C)C)CC3)[nH]c2cc1C,11,18,0.5,6,0.1,6,-2,1,6,-3,5
c1ccc(CCCCNCC2COc3ccccc3O2)cc1 (stereo not given),-17,-24,0.5,-20,10,-5,1,0,-16,7,-1
CCCC(=O)NC(=S)Nc1ccc(NC(=O)C(C)C)c(OC)c1,-4,5,0.6,6,6.8,-11,-4,9,4,3,6
CCOC(=O)N1CCC(NC(=O)Cn2cccc2C(=O)c2ccccc2)CC1,10,7,-0.2,0,7.5,18,8,10,5,14,1
COc1c(C)cc(Br)cc1C(=O)Nc1ccc(Cc2ccncc2)cc1,54,47,2.0,5,-0.8,30,-38,2,-5,-17,6
CC1(C)Cc2ccccc2-c2nnc(SCC(=O)N3CCc4ccccc43)n21,14,-14,0.2,-3,-0.6,2,-13,-4,-4,34,-202
O=C(NCCc1ccccc1)c1c[nH]c2ccccc2c1=O,-26,-81,-0.2,nt,-3.1,-4,-31,-1,-202,-159,nt
COCCN(C(=O)COC(=O)c1oc2ccc(OC)cc2c1C)c1c(N)n(Cc2ccccc2)c(=O)[nH]c1=O,-1,-27,0.1,-3,0.0,-15,-11,-11,4,4,3
Cc1cccc(NC(=O)c2cc(-c3cc(C)cc(C)c3O)n[nH]2)c1,9,-35,0.4,-20,-0.5,-4,22,-3,-181,-32,-1
CCCNC(=O)c1nn2cc(Br)cnc2c1Br,1,-20,-0.2,0,-0.5,1,-13,5,4,5,2
O=[N+]([O-])c1ccc(S(=O)(=O)N2CCN=C2SCc2cccnc2)cc1,9,-5,0.4,-7,0.5,-6,-23,-16,-2,2,2
O=C(Cc1ccccc1)Nc1c(C(=O)N2CCCCCC2)cnn1-c1ccccc1,10,10,0.4,-1,1.4,0,2,-7,16,21,3
CC(C)Cn1c2c(c(O)c(C(=O)Nc3nccs3)c1=O)CCCC2,-19,5,-0.1,-4,11,3,2,7,4,8,-2
O=C(Nc1cccc(F)c1)C1CCCN(S(=O)(=O)c2cnc[nH]2)C1 (stereo not given),13,0,-0.4,3,-0.1,-8,15,4,8,3,-2
CCOc1ccccc1N(CC(=O)NC1CCCCC1)S(=O)(=O)c1ccc(C)cc1,21,-5,0.2,8,0.0,-22,11,-4,7,19,2
Cc1ccccc1/C=C\c1nc2ccccc2c(=O)n1Cc1ccccc1,14,-22,-0.3,3,-1.5,16,18,-5,15,33,-5
O=C(O)CCN1C(=O)C2C3C=CC(C3)C2C1=O (stereo not given),-9,-30,0.1,0,0.7,-4,8,-3,17,-1,-2
O=C(COC(=O)CN1C(=O)C2CCCCC2C1=O)NNC(=O)c1ccc(Cl)cc1 (stereo not given),-7,-42,-0.1,-3,0.0,-11,-1,-11,3,-7,-2
COc1cccc(/C=C/C(=O)OCC(=O)NCCC2=CCCCC2)c1,-12,13,-0.4,-20,-0.3,2,4,-4,13,21,-3
O=c1c(Cc2ccc(F)cc2)c(O)ccn1CC1CCCO1 (stereo not given),6,21,0.3,-12,3.8,3,-5,6,14,-5,0
NS(=O)(=O)c1ccc(CNC(=S)Nc2ccc(F)c(Cl)c2)cc1,2,-15,0.2,-5,-0.6,2,1,3,10,17,-2
COc1cc(S(=O)(=O)Nc2cc(C)cc(C)c2)ccc1F,-9,13,0.0,-2,-0.5,6,13,-6,18,10,-2
CC(CCc1ccccc1)NC(=O)CNC(=O)COc1ccccc1 (stereo not given),19,4,-0.1,1,-0.6,13,5,-1,13,-8,2
N#CCSc1nnc(Cc2cccs2)n1C1CCCCC1,4,-1,0.1,-11,11,16,-4,4,12,-2,-2
C(=N\Nc1nc2ccccc2s1)/c1cccs1,-37,-176,-0.3,-38,-1.4,43,-14,-8,-281,-268,-5
Cc1cc(C(=O)COC(=O)CNC(=O)c2ccc(Cl)c(Cl)c2)c(C)n1Cc1ccco1,2,11,0.6,-2,4.9,-15,-1,1,3,8,-1
Cc1cc(/C=C(\C#N)C(=O)NCCc2c[nH]c3ccccc23)c(C)n1C,9,-2,-0.4,-3,1.8,-5,3,3,-2,-7,0
CC(=O)c1ccc2oc3ccccc3c(=O)c2c1,-7,-44,0.0,-75,2.7,-34,-42,0,-198,-288,5
BrC(=C\c1ccccc1)/C=N/N1CCN(Cc2ccccc2)CC1,1,-29,-0.1,-8,-0.1,-19,-12,3,-45,0,0
O=C(C[C@H]1C/C=C\C[C@@H](Cc2ccc(F)cc2)C(=O)O[C@H](c2ccccc2)CNC1=O)NCCO,9,-11,0.1,0,-0.9,4,-27,8,9,10,nt
COc1ccc(-c2nc(NC(=O)c3nc4nccc(C)n4n3)sc2C)cc1,-12,-18,-0.6,-24,-0.4,3,-22,-7,-4,4,4
O=C(Cc1coc2cc(O)ccc12)NNC(=O)c1cccs1,1,-8,-0.1,2,0.7,-16,26,-5,4,-9,nt
Cc1ccc(NC(=S)N/N=C2/CCCc3c(C)cc(C)cc32)cc1,57,12,1.5,7,0.8,-6,18,-12,-1,28,1
CC(=O)c1ccccc1NC(=O)CC1(CC(=O)O)CCCCC1,-24,-18,0.0,8,0.6,12,15,9,21,0,-6
